Source: PubChem (several laboratories)
CSM14.1 death rescue: rescue of cells from ER stress-induced death, primary screen, 384-well, CSM14.1, thapsigargin, ATP luminescence (AID 1222). CSM14.1 thapsigargin-induced death rescue, ATP luminescence; higher % means a stronger effect. cellular ATP content (survival), % at 20 µM, or EC50 in µM where a hit was titrated. 190,000 tested, under 10 active;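 active means EC50 below 50 µM in the dose-response confirmation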;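 further: death triggered by thapsigargin at about 15 µM added after 2 h compound pretreatment; cell ATP read after overnight thapsigargin exposure of roughly 18 to 22 hours; normalized against plate controls of thapsigargin alone and 5% DMSO vehicle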
XIAP displacement: XIAP antagonists, biochemical, IAP family, fluorescence polarization (AID 1018); E3 ubiquitin-protein ligase XIAP (Homo sapiens); XIAP BIR domain, fluorescence polarization peptide displacement; higher % means a stronger effect; displacement, % at 20 µM; hits with a dose series show IC50 in µM; actives 0.007% (n = 200,000); in the data active means displacement above about 50%; further: a part of the inactive calls stands beside numbers as strong as those of hits
Yfh1-depleted yeast: enhancers of respiration in Yfh1-depleted yeast, dose response, Friedreich's ataxia, plus single-dose screen (AID 1465); S. cerevisiae Yfh1-off respiration, WST-1 reduction, 72 h; higher fold induction means a stronger effect; fold induction at 50 µM, or EC50 in µM where a hit was titrated; actives 0.074% (n = 220,000);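 active means fold induction of absorbance versus untreated yeast above a set limit, then at least 30% activation at any dose in follow-up; inconclusive means repeats straddling the limit, or above it without dose testing; inactive means fold induction below the set limit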;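 further: activators that raise dye reduction in frataxin-depleted yeast; strong numbers were not always called active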
Salmonella PhoP GFP: inhibitors of PhoP regulon expression, primary screen, Salmonella Typhimurium, GFP reporter (AID 1863). S. Typhimurium PhoP-regulated promoter GFP reporter, 4 h; higher % means a stronger effect. actives 0.16% (n = 300,000). inhibition, % at 50 µM, or IC50 in µM where a hit was titrated;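 active means inhibition over 29.93%, a cutoff 3 SD above the screen mean, later confirmed by dose response; inconclusive means inhibition over 29.93% but no dose response follow-up; inactive means inhibition at most 29.93% or unconfirmed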;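 further: 0% = low Mg2+ inducing control and 100% = high Mg2+ repressing control; strong numbers were not always called active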
PMI inhibition: human PMI inhibitors, high substrate, primary screen, biochemical, fluorescence intensity, high mannose 6-phosphate (AID 1220); inhibition, % at 20 µM; hits with a dose series show IC50 in µM; recombinant PMI enzyme, coupled fluorescence intensity; higher % means a stronger effect; actives 0.66% (n = 190,000); in the data active means inhibition above about 50%
P. falciparum M17LAP: P. falciparum M17LAP inhibitors, primary screen, biochemical, fluorogenic H-Leu-NHMec substrate, 1536-well (AID 1619). inhibition, % at 30 µM; hits with a dose series show IC50 in µM. Leucine aminopeptidase (Plasmodium falciparum (isolate 3D7)). actives 0.38% (n = 220,000). recombinant M17LAP, H-Leu-NHMec fluorogenic kinetic assay; higher % means a stronger effect;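 active means compound inhibiting the enzyme by more than half at any dose during confirmatory dose-response retesting; inconclusive means strong single-dose inhibitors picked by rank but not retested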;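 further: plate controls were full reaction with DMSO carrier for no effect and no enzyme background for full effect; strong numbers were not always called active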
M1AAP inhibition: P. falciparum M1AAP inhibitors, biochemical, fluorogenic H-Leu-NHMec substrate, 1536-well (AID 1445); Aminopeptidase N (Plasmodium falciparum (isolate 3D7)); recombinant M1AAP, H-Leu-NHMec fluorogenic kinetic assay; higher % means a stronger effect; inhibition, % at 30 µM, or IC50 in µM where a hit was titrated; actives 0.42% (n = 220,000);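 active means primary inhibition above the hit cutoff, then over 50% inhibition at one or more dose response concentrations, cut at about 23% in these data, passing the limit was not always enough; inconclusive means conflicting primary data, or primary hits not chosen for dose response; inactive means low primary inhibition, or under 50% at every dose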;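 further: plate controls were DMSO full reaction for no effect and no enzyme background for full effect; strong numbers were not always called active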
West Nile virus CPE: West Nile virus antiviral activity, cell-based, CPE readout (AID 1621). CPE inhibition, % at 10 µM, or IC50 in µM where a hit was titrated. actives 0.02% (n = 290,000). West Nile virus-infected cells, CPE inhibition; higher % means a stronger effect; in the data active means a potency from the dose series; inconclusive means CPE inhibition mostly from about 3.7% at the one dose, without a potency; inactive means the rest, 99 in 100 with CPE inhibition below about 2.2%; further: strong numbers were not always called active
SIAH1 antagonists: Siah-1 peptide-binding antagonists, primary screen, biochemical, fluorescence polarization, rhodamine-plectin, uHTS (AID 1817); actives 0.02% (n = 290,000); displacement, % at 20 µM; hits with a dose series show IC50 in µM; Siah-1 / rhodamine-plectin peptide fluorescence polarization; higher % means a stronger effect; E3 ubiquitin-protein ligase SIAH1 (Homo sapiens);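 active means displacement of at least 50% at 20 µM, with a fluorescence ratio check between 0.3 and a set limit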;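 further: plate controls were Siah plus tracer with DMSO for no effect and tracer alone without Siah for full effect; strong numbers were not always called active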
An asterisk follows results filed as active; i = inactive; ? = inconclusive; · = no result given.

SMILES	CSM14.1 death rescue	XIAP displacement	Yfh1-depleted yeast	Salmonella PhoP GFP	PMI inhibition	P. falciparum M17LAP	M1AAP inhibition	West Nile virus CPE	SIAH1 antagonists
O=C(CSc1cccc(C(F)(F)F)c1)Nc1ccc(Cl)cc1Cl	-0.5%	-7.6%	i	-5%	13%	1%	6%	0.3%	3%
Cc1cc2c(OCC(O)CNC3CCCCC3)cccc2[nH]1 (stereo unspecified)	-0.4%	-5.1%	i	-3%	40%	4%	1%	-0.5%	-8%
Cc1ccc(NC(=O)Nc2ccccc2C#N)c(Cl)c1	-2.3%	-0.5%	i	3%	-8%	-35%	0%	0.6%	0%
CC(C)Cn1c(SCC(=O)NC(=O)NC2CCCC2)nc2ccccc21	1.0%	-3.8%	i	-1%	8%	7%	7%	0.2%	-1%
C=C1CC(C)OC(c2ccccc2OCC(O)CN2CCCCC2)C1 (stereo unspecified)	0.3%	-4.3%	i	-7%	2%	-5%	11%	-0.4%	-1%
Cc1ccc2nsnc2c1S(=O)(=O)N1CCN(CCc2ccccc2)CC1	-0.8%	-6.3%	i	3%	1%	8%	0%	-0.3%	4%
Cc1sc2nc(SCC(=O)OC(C)C)n(C)c(=O)c2c1C	6.0%	-2.6%	i	-14%	6%	2%	-3%	1.2%	1%
CCc1nc(CN2CCN(c3ccc(C(F)(F)F)cn3)CC2)c(C)[nH]1	·	·	i	-8%	·	3%	7%	0.0%	1%
CC1=C(C(=O)Nc2ccccc2)C(c2ccncc2)C(C#N)=C(SCC(=O)NC2CC2)N1 (stereo unspecified)	1.4%	-3.5%	i	4%	-16%	3%	6%	-0.1%	0%
O=C1CCCN1CC(O)CS(=O)(=O)c1ccc(Cl)cc1 (stereo unspecified)	-0.4%	-6.4%	i	5%	5%	8%	3%	0.3%	-1%
COc1cc2c(cc1OC)CN(CC(=O)NC(=O)NCc1ccco1)CC2	1.6%	-3.8%	i	7%	-6%	-11%	5%	0.1%	0%
COc1ccc(NC(C)=O)cc1NC(=O)c1ccc2ccccc2c1	-2.6%	-2.5%	i	-1%	28%	0%	3%	1.1%	-6%
CCCCOC(=O)c1ccc(NC(=S)NC(=O)c2c(Cl)cnn2C)cc1	-1.5%	-3.0%	i	-1%	62%*	2%	2%	0.7%	3%
Cc1ccc2nc(NC(=O)c3ccc(S(=O)(=O)N4CCCc5ccccc54)cc3)sc2c1	0.9%	-0.5%	i	16%	16%	-14%	16%	-1.3%	8%
CCCN1C2CCCC1CC(NC(=S)Nc1cc(C)cc(C)c1)C2 (stereo unspecified)	-4.0%	-7.8%	i	-6%	0%	7%	-2%	-0.1%	0%
Cc1ccccc1NC(=O)c1cccc2nc3ccccc3nc12	-0.9%	-3.1%	·	17%	6%	-9%	-6%	·	-1%
Cc1ccc(NC(=O)c2ccc(NCc3ccco3)c([N+](=O)[O-])c2)cc1Cl	-1.6%	0.3%	i	1%	1%	0%	2%	-0.7%	9%
O=C(Cn1nc2ccccc2n1)N/N=C/c1cc([N+](=O)[O-])ccc1O	-0.7%	-7.4%	i	?	-18%	23%	38%	-1.4%	-7%
COc1ccc(C(C(=O)Nc2ccc3c(c2)OCO3)N(C)C(=O)Cc2c[nH]c3ccccc23)cc1 (stereo unspecified)	-0.7%	-0.9%	i	10%	19%	11%	2%	-0.2%	-3%
Cc1c(C(=O)NN2CCOCC2)oc2c1ccc1ccccc12	0.9%	-4.5%	i	-8%	-6%	3%	1%	-0.5%	1%
Cc1nc(-c2ccccc2)sc1C(=O)NN	·	-8.8%	i	-2%	-15%	12%	15%	-1.1%	8%
CCN(CC)CCCNC(=O)CCC(=O)Nc1ccc2nc(N3CCC(C)CC3)cc(C)c2c1	3.6%	-4.4%	i	-8%	14%	-13%	7%	0.1%	0%
COc1ccccc1N(CC(O)Cn1c(C)nc2ccccc21)S(=O)(=O)c1ccccc1 (stereo unspecified)	-2.8%	-18%	i	6%	-8%	-11%	0%	0.2%	4%
CCCOC(=O)C1=C(C)NC2=C(C(=O)CC(C)(C)C2)C1c1cccnc1 (stereo unspecified)	-2.4%	-1.5%	i	1%	-7%	-69%	4%	-1.0%	10%
Cc1c(NC(=O)/C(C#N)=C/c2ccc(-c3ccccc3Cl)o2)c(=O)n(-c2ccccc2)n1C	-1.5%	-2.9%	·	-1%	12%	4%	-3%	·	6%
CCOC(=O)c1cnc2c(C)c(C)ccc2c1Nc1ccc(S(=O)(=O)Nc2ncccn2)cc1	2.5%	-9.7%	i	-6%	32%	8%	?	0.3%	4%
O=C(CC1NCCNC1=O)OCCCc1ccccc1 (stereo unspecified)	-0.5%	0.4%	i	-5%	-3%	8%	9%	0.2%	-2%
O=C1OCC2=C1C(c1ccccc1)CC(=O)N2c1ccc(F)cc1 (stereo unspecified)	0.5%	-3.8%	i	-6%	-2%	-3%	0%	0.2%	2%
CCOC(=O)c1ccc(-n2c(CN3CCOCC3)nc3ccc([N+](=O)[O-])cc3c2=O)cc1	-0.6%	-11%	i	-3%	-11%	2%	-3%	0.0%	-1%
S=C(NCc1ccccc1)NN1CCOCC1	-1.1%	-3.9%	i	-7%	-1%	-3%	-1%	-0.1%	-1%
Cc1onc(-c2ccccc2)c1-c1nc2cc(Cl)ccc2c(=O)o1	·	·	i	-10%	·	6%	1%	0.6%	8%
COC(=O)Cc1[nH]n(-c2nc3ccccc3s2)c(=O)c1C(C)=O	-0.9%	-2.8%	i	-16%	8%	13%	13%	0.5%	0%
CCCc1ccc(NS(=O)(=O)c2c(C)oc(C)c2C(=O)OC)cc1	·	·	i	-10%	·	6%	10%	-0.6%	5%
OCC1CCCN(C(=S)Nc2ccc(Nc3ccccc3)cc2)C1 (stereo unspecified)	0.2%	-3.7%	i	-4%	9%	17%	2%	-1.1%	6%
COc1ccc(-c2c(C#N)sc(C(N)=O)c2-c2ccc(OC)cc2)cc1	·	·	i	-11%	·	-2%	-5%	0.7%	-5%
O=C(Nc1cnccn1)Nc1ccccc1Cl	-1.4%	-6.2%	i	3%	-9%	-3%	-2%	0.0%	25%
O=C(CN1CCN(c2ccccn2)CC1)Nc1ccccc1	3.3%	-7.9%	i	-5%	-5%	11%	4%	1.2%	-3%
CSCCC(NC(=O)c1c(C)oc2c1CCCC2)C(=O)O (stereo unspecified)	-1.7%	-8.2%	i	8%	2%	36µM*	4%	0.0%	-3%
CCOc1cc(C(=O)OCC(=O)NCc2ccco2)cc(OCC)c1OCC	2.6%	-4.9%	i	-16%	-6%	44%	5%	0.5%	-6%
CCOC(=O)Cc1nnc(Nc2ccc(C)cc2C)c2ccccc12	0.9%	1.4%	i	-5%	-3%	-12%	5%	-1.2%	-5%
CCNc1ccc(C(=O)N/N=C/c2c(C)nn(-c3ccccc3)c2N2CCCC2)cc1[N+](=O)[O-]	0.7%	-12%	i	1%	-2%	-7%	2%	0.8%	1%
COCCCNC(=S)N/N=C/c1ccc(N(C)C)cc1Cl	·	·	i	-8%	·	2%	8%	-0.1%	8%
COc1ccccc1NC(=S)NC1CC2CCC1C2 (stereo unspecified)	·	·	i	-5%	·	3%	5%	-0.2%	15%
O=C(O)C1CCN(C(=O)OCc2ccccc2)CC1	-3.1%	-8.1%	i	-4%	0%	3%	4%	0.6%	3%
Cc1ccc2nc(SC(C(=O)c3ccccc3)c3ccccc3)nc(C)c2c1 (stereo unspecified)	0.0%	-3.4%	i	0%	1%	11%	0%	-0.1%	-4%
COc1ccc(COc2ccccc2C(=O)Nc2ccccn2)cc1[N+](=O)[O-]	-1.5%	0.6%	i	-3%	-8%	0%	-3%	-1.1%	-8%
CCOc1cc(-c2c(C)c(C)nc(N)c2C#N)ccc1O	0.2%	-10%	i	-5%	0%	8%	1%	0.3%	2%
Cn1c(CN2CCCC(C(=O)c3ccc4c(c3)OCO4)C2)nc2ccccc21 (stereo unspecified)	3.4%	0.7%	i	6%	6%	8%	2%	-1.3%	-4%
O=c1cc(-c2ccccc2Cl)oc2c(NS(=O)(=O)c3ccccc3C(F)(F)F)ccc(O)c12	·	·	i	-3%	·	-2%	10%	-0.5%	-3%
COCCN(Cc1ccccc1)C(=O)c1c(C)nn(-c2ccccc2)c1C	-0.6%	-5.9%	i	6%	4%	1%	-2%	-0.8%	11%
Cn1c(=O)c(C(=O)COc2ccc(C#N)cc2)c(N)n(Cc2ccccc2)c1=O	-8.4%	-2.5%	i	4%	7%	-5%	-1%	-0.2%	-2%
NNC(=O)c1snnc1-c1ccccc1	·	·	i	0%	·	31%	?	0.3%	13%
Cc1ccc(S(=O)(=O)Nc2c(C)nn(C)c2C)cc1	-0.6%	-6.9%	i	-4%	-6%	-2%	5%	-0.5%	1%
Cc1ccc(OCC(=O)N2CC3(C)CC2CC(C)(C)C3)cc1 (stereo unspecified)	0.1%	-3.4%	i	-3%	-7%	-2%	5%	-0.4%	8%
CC(C)(C)CC(=O)Nc1cc(S(=O)(=O)N2CCOCC2)ccc1N1CCCC1	·	·	i	-3%	·	10%	9%	0.4%	-1%
Cc1ccc2nc(Cl)c(/C=N/Nc3ccc(C(=O)O)cc3)cc2c1	·	·	i	-11%	·	16%	7%	0.5%	-10%
FC(F)(F)c1nc(Sc2ncccc2C(F)(F)F)n[nH]1	·	·	i	-6%	·	-2%	2%	0.2%	10%
CNC(=O)c1sc(-c2ccccn2)nc1C	2.2%	-4.2%	i	8%	-10%	7%	10%	-0.6%	0%
CCCOc1ccc(C2C(C(=O)c3ccc(C)o3)=C(O)C(=O)N2Cc2cccnc2)cc1 (stereo unspecified)	-1.0%	0.4%	i	5%	-8%	21%	8%	-0.8%	3%
O=C(O)CCc1nc2ccccc2n(CCc2ccccc2)c1=O	-0.5%	-12%	i	-8%	-5%	13%	4%	0.2%	-2%
CNC(=O)NC(=O)C(C)OC(=O)c1oc2ccccc2c1CSc1ccc(Cl)cc1 (stereo unspecified)	-3.4%	-2.3%	i	-14%	-10%	9%	3%	-0.2%	-3%
